# Bioassay records: PubChem BioAssay, National Center for Advancing Translational Sciences (NCATS)
# LDHA block: inhibitors of human lactate dehydrogenase A; P00338; purified LDHA, NADH/diaphorase-resazurin fluorescence; active compounds read low; activity change, % (values are at about 110 or 230 µM); 480,000 tested, 0.15% active; AID 1347041; in the data active = activity change below about -30%; inconclusive = mostly about -25% to -30%;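 note: plate controls were DMSO wells for no effect and wells without enzyme for full effect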
#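 Human LDH5 at 2 nM final in Tris HCl pH 7.4 with 0.06 mM NADH and 0.2 mM pyruvate, reacted 5 minutes at room temperature. Remaining NADH coupled via diaphorase/resazurin; resorufin fluorescence read at 0 and 20 minutes, normalized to enzyme-free and DMSO wells.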
# Active calls of the source: *; ? = inconclusive.
SMILES,LDHA block
CCc1ccc(C23OC(=O)C(C)(C)C2OC(=O)C3(C)C)cc1 (configuration not stated),2
CC(C)(C)c1ccc(C(=O)Nc2ccc(CCC(=O)O)cc2)cc1,3
CCCNC(=O)NC(C(N)=O)C(N)=O,-1
Cc1ccc(N(Cc2ccccc2)C(=O)c2cccs2)cc1,-4
O=C(Nc1ccc(C23CC4CC(CC(C4)C2)C3)cc1)c1cccc(Cl)c1,0
CS(=O)(=O)N1CCC(NS(=O)(=O)c2ccccc2F)CC1,-3
Cc1ccc(S(=O)(=O)Oc2ccc3oc(=O)c(-c4ccccc4)c(C)c3c2)cc1,0
O=C(COC(=O)Cn1cnc2ccccc21)Nc1cccc(F)c1,0
CC(C)(C)c1ccc(OCCn2cc(C(=O)C(F)(F)F)c3ccccc32)cc1,8
Cc1cccc(C2CC(=O)NC3=C2C(=O)CC(C)(C)C3)c1 (configuration not stated),-3
Cn1nnnc1-c1cccc(NS(=O)(=O)c2ccc(F)cc2F)c1,-5
CC(C)C(NC(=O)c1ccc(F)cc1)C(=O)NN (configuration not stated),-5
CCOc1ccc(N2CC(NC(=O)C(C)(C)C)CC2=O)cc1 (configuration not stated),2
N#C/C(=C/c1ccc2c(c1)OCO2)C(=O)OCC(=O)N1CCCCC1,9
O=C(CSc1nnc(-c2ccncc2)n1-n1cccc1)Nc1ccc2c(c1)OCO2,5
COc1ccc(OC)c(NC(=O)c2ncoc2-c2cccc(Cl)c2)c1,-1
Cc1ccc(C)c(C(=O)CCC(=O)NC23CC4CC(CC(C4)C2)C3)c1,5
N#C/C(=C/c1cc(Cl)ccc1OCc1cccnc1)c1ccc(C(F)(F)F)cn1,6
Cc1cc2c(s1)c1cnn(Cc3cccc(C(F)(F)F)c3)c(=O)c1n2C,-15
Fc1ccc(NC(=S)N(Cc2ccccc2)Cc2ccccc2)cc1,-2
CC(C(=O)Nc1ccc2[nH]c(=O)[nH]c2c1)N(C)Cc1ccccc1N1CCCCC1 (configuration not stated),-1
CC(=O)c1cc(CC#N)cs1,4
COc1cc(C(=O)CSc2ccc(Cl)cc2)cc(OC)c1OC,3
CN(Cc1cccs1)C(=O)c1cc2ccccc2oc1=O,4
COc1cccc(-c2nc(C#N)c(N3CCN(C(=O)c4cccs4)CC3)o2)c1,4
COc1ccc2oc(=O)c(-c3ccc(OCC(=O)N4CCN(C(C)=O)CC4)cc3)cc2c1,9
S=C(NCCCN(Cc1ccc(Cl)c(Cl)c1)c1ccc(Br)cn1)NCCc1cnc[nH]1,3
COc1cc([N+](=O)[O-])cc2cc(C(=O)N3CCN(C45CC6CC(CC(C6)C4)C5)CC3)c(=O)oc12,-4
CC(C)(C)NC(=O)CN1CCN(C(=O)CCc2ncc(-c3ccccc3)o2)CC1,-6
CCn1nc(C(=O)N(C)CCOc2ccc(C)cc2)c2ccccc2c1=O,10
Cc1cccc(OC(C)C(=O)NOCc2ccccc2)c1C (configuration not stated),-4
O=C(NCc1cccc(OC(F)F)c1)c1cccc(-n2cnnn2)c1,-10
CONC(=O)COC(c1ccccc1)c1ccccc1,8
CC/C(C)=N/NC(=O)C1CC1,5
Cc1ccc(NC(=O)CSc2ccc3ccccc3n2)cc1,17
Cc1ccc(NS(=O)(=O)c2ccc(-c3cnc(C)o3)cc2)c(C)c1,0
COC(=O)c1oc(CN2CC(C)OC(C)C2)cc1C (configuration not stated),-21
Cc1cc(NC(=O)[C@@H]2CCCN2S(=O)(=O)c2ccc(OC(C)C)cc2)no1,-9
COCCN(CCOC)C(=O)Cc1n[nH]c(=O)c2ccccc12,-8
Brc1ccc(-c2cn3c4ccccc4nc3n2CCCN2CCCC2)cc1,-3
CCC(=O)c1cc(Cl)ccc1OCC(=O)Nc1ccccc1N1CCCC1=O,-2
O=C(Cn1ncc2ccccc2c1=O)NCCc1ccccc1,0
CCn1nc(C(=O)Nc2nc(-c3ccc(OC)c(OC)c3)cs2)c2ccccc2c1=O,7
Cc1ccc(-c2csc(NC(=O)COC(=O)c3ccc(F)cc3Cl)n2)cc1,-6
CC(CO)(CO)NC(=O)COc1cc(O)c2c(=O)cc(-c3ccccc3)oc2c1,-1
CCN(CC(=O)NC)S(=O)(=O)N1CCCCCC1,-3
Cc1cc(C)c(-c2cc(C(=O)Nc3ccccc3C(F)(F)F)[nH]n2)c(O)c1,-9
O=C(NCCc1nc2ccccc2[nH]1)c1cccc(N2CCCN(Cc3ccccc3F)C2=O)c1,1
O=S(=O)(/N=C/c1ccco1)c1cccs1,0
CC(C)(C)c1nc(CC(=O)NCCCN2CCCC2)cs1,4

# New compounds follow:
SMILES,LDHA block
CC(=O)c1ccc(NC(=O)C(C)Sc2ccccc2C(=O)NCC(=O)C(C)(C)C)cc1 (configuration not stated),-3
COc1ccc(Br)cc1CNC(=O)CCc1ccc2nc(NC(=O)C(C)C)sc2c1,-11
CCCn1c(N)c(N(CCOC)C(=O)c2ccc(OC(F)(F)F)cc2)c(=O)[nH]c1=O,11
O=C(Nc1c(NC2CCCC2)c2ccccc2oc1=O)c1cccc(Cl)c1,-1
CC(=O)Nc1cc(NC(=O)Cc2nc(-c3ccccc3)oc2C)ccc1F,9
O=C(/C=C/c1ccc(-c2ccccc2Cl)o1)c1ccc2ccccc2c1,5
Cn1c(=O)c2c(ncn2CC(O)COCc2ccccc2)n(C)c1=O (configuration not stated),-19
Cc1cc(C(c2ccc(Cl)cc2Cl)N2CCOCC2)c(NC(=O)c2ccco2)s1 (configuration not stated),-18
O=C1CSC2(C(=O)Nc3ccccc32)N1c1ccc(Cl)c(Cl)c1 (configuration not stated),16
COc1cc(/C=C2\Oc3cc(OS(=O)(=O)c4ccccc4)ccc3C2=O)cc(OC)c1OC,10
CCc1nc2n(n1)C1(CCCCC1)[C@@H]1CCCC[C@@H]1N2C(=O)CC(C)C,10
N#CCOc1ccc(NC(=O)c2n[nH]c(=O)c3ccccc23)cc1,-7
Cc1ccc(CN(CC(=O)N2CCOCC2)S(=O)(=O)c2ccc(Cl)cc2)cc1,0
Cc1ccccc1SCC(=O)N1CCc2sccc2C1c1cccs1 (configuration not stated),-2
COc1ccc(NC(=O)CN(C)CC(=O)Nc2ccccc2)cc1,2
Cc1cc(C)c2oc(C(=O)Nc3ccc(OC(F)F)cc3)cc(=O)c2c1,-1
Cc1ccc(CNc2nc3ccccc3nc2NS(=O)(=O)c2cccs2)cc1,-4
N#CCCc1c(O)ccc2ccccc12,0
N#Cc1ccc(Cn2c(=O)c3c(ncn3C3CCCC3)n(Cc3ccccc3)c2=O)cc1,-16
Cc1cc(C(=O)CSc2nnc(-c3ccncc3)n2-c2ccc(F)cc2)c(C)n1C1CC1,-5
O=c1oc(-c2ccc(F)cc2)nn1CC(O)COc1ccc2ccccc2c1 (configuration not stated),-30*
CC(OC(=O)c1cc(C2CC2)nn1-c1ccccc1)C(=O)Nc1ccc(C#N)cc1 (configuration not stated),6
CCCCCn1c(N2CCCC(C)C2)nc2c1c(=O)[nH]c(=O)n2C (configuration not stated),-6
C(C#CCOC/C=C/c1ccccc1)#CCOC/C=C/c1ccccc1,110
Cn1ccccc1=S,12
COc1cc(-c2c(NC(=O)c3ccccc3F)oc3c(C)cccc3c2=O)cc(OC)c1OC,0
CCCOC(=O)c1ccc(Oc2c(C)oc3cc(OC)ccc3c2=O)cc1,-1
COC(=O)c1cc(Br)ccc1NC(=O)c1ccc(OC)cc1,2
COc1ccc(-c2[nH]ncc2-c2ccccc2)c(O)c1,0
Cc1ccc(-c2csc(Nc3ccccc3Cl)n2)cc1,4
CCN(CC)C(=S)Nc1c(C)cccc1C,5
Cc1ccc2c(=O)cc(C(=O)Nc3cccnc3)oc2c1C,6
CC(C)NC(=O)c1c(Cl)cccc1Cl,?
Cc1ccccc1C(=O)Oc1cccc(C)c1C,-8
CNC(=O)CC1Sc2ccccc2NC1=O (configuration not stated),-9
Clc1ccc(-c2ccc(CNCC3CCNCC3)o2)c(Cl)c1,12
O=C(CSc1nc(NC2CC2)c2ccccc2n1)NC1CCCC1,3
NS(=O)(=O)c1ccc(N/N=C/c2cccc(Cl)c2Cl)c([N+](=O)[O-])c1,-1
O=C(OCC1CC1)c1ccc(-c2ccccc2)cc1,9
Cn1ncc(C(=O)NCc2cccnc2)c1-n1cccc1,-6
O=C(c1cc(F)cc(F)c1)N1CCSc2ccc(Cl)cc21,0
C/C(=N/Nc1ccc(Cl)c(Cl)c1)c1ccc(C#N)cc1,5
CC(OC(=O)c1ccc(O)cc1)C(N)=O (configuration not stated),6
COC(=O)c1ccccc1-c1ccc(C=C(C#N)C#N)o1,3
O=C(c1cc(F)cc(F)c1)N1CCC(CCc2ccc(O)cc2)CC1,-17
Cc1ccc(C(=O)/C=C/c2ccc(-c3ccccc3Cl)o2)cc1,7
COc1ccc(-c2onc(C)c2-c2ccc(OC)c(OC)c2)c(O)c1,5
Cn1c(=O)c2nc(SCC(=O)NCc3ccc(Cl)cc3)n(C)c2n(C)c1=O,0
CC(O)CNS(=O)(=O)c1ccc(C(=O)O)cc1 (configuration not stated),1
Cn1c(=O)c2c(nc(NCc3ccc4c(c3)OCO4)n2Cc2cccc(F)c2)n(C)c1=O,-3

# Quoted from above for reference:
SMILES,LDHA block
COC(=O)c1cc(Br)ccc1NC(=O)c1ccc(OC)cc1,2
COc1ccc(-c2[nH]ncc2-c2ccccc2)c(O)c1,0
Cc1ccc(-c2csc(Nc3ccccc3Cl)n2)cc1,4
CCN(CC)C(=S)Nc1c(C)cccc1C,5
Cc1ccc2c(=O)cc(C(=O)Nc3cccnc3)oc2c1C,6
CC(C)NC(=O)c1c(Cl)cccc1Cl,?
Cc1ccccc1C(=O)Oc1cccc(C)c1C,-8
CNC(=O)CC1Sc2ccccc2NC1=O (configuration not stated),-9
Clc1ccc(-c2ccc(CNCC3CCNCC3)o2)c(Cl)c1,12
O=C(CSc1nc(NC2CC2)c2ccccc2n1)NC1CCCC1,3
NS(=O)(=O)c1ccc(N/N=C/c2cccc(Cl)c2Cl)c([N+](=O)[O-])c1,-1
O=C(OCC1CC1)c1ccc(-c2ccccc2)cc1,9
Cn1ncc(C(=O)NCc2cccnc2)c1-n1cccc1,-6
O=C(c1cc(F)cc(F)c1)N1CCSc2ccc(Cl)cc21,0
C/C(=N/Nc1ccc(Cl)c(Cl)c1)c1ccc(C#N)cc1,5
CC(OC(=O)c1ccc(O)cc1)C(N)=O (configuration not stated),6
COC(=O)c1ccccc1-c1ccc(C=C(C#N)C#N)o1,3
O=C(c1cc(F)cc(F)c1)N1CCC(CCc2ccc(O)cc2)CC1,-17
Cc1ccc(C(=O)/C=C/c2ccc(-c3ccccc3Cl)o2)cc1,7
COc1ccc(-c2onc(C)c2-c2ccc(OC)c(OC)c2)c(O)c1,5
Cn1c(=O)c2nc(SCC(=O)NCc3ccc(Cl)cc3)n(C)c2n(C)c1=O,0
CC(O)CNS(=O)(=O)c1ccc(C(=O)O)cc1 (configuration not stated),1

# Additional compounds follow:
SMILES,LDHA block
CCCCCCn1c(NCc2ccccc2)nc2c1c(=O)[nH]c(=O)n2C,3
COc1ccc2c(c1)c(C(C(=O)O)N1CCN(c3ccccc3OC)CC1)cn2CCC(=O)O (configuration not stated),7
COc1ccc(/C=C/C(=O)OCCN(C)C(C)C)cc1,-2
CCN(CC)S(=O)(=O)NCc1ccnc(Oc2ccc(OC)cc2)c1,-9
CCOC(=O)c1c(C)[nH]c(C(=O)C(C)N(C)Cc2ccc(OC)c(F)c2)c1C (configuration not stated),0
CCCCN(C)S(=O)(=O)c1c(C(=O)OCC)c(C)n(C)c1C,1
C/C=C/C=C/C(=O)NC1CC2CCC1(C)C2(C)C (configuration not stated),4
O=C(NCCc1ccco1)c1ccc(CN2C(=O)CSc3ncccc32)cc1,3
O=C(O)c1ccccc1S(=O)(=O)Cc1ccc(F)cc1,-1
COc1ccc(/C=C/c2nc(C#N)c(NCc3ccc4c(c3)OCO4)o2)cc1OC,2
Cc1cc(C)c(C(=O)OCC(=O)N2CCN(S(=O)(=O)c3ccc4ccccc4c3)CC2)c(C)c1,7
Cc1ccc2nc(CSc3nnc(N4CCCCC4)n3-c3ccccc3)cn2c1,-3
COC(=O)CCn1c(SC(C)C(=O)c2ccc(Br)cc2)nc2ccccc2c1=O (configuration not stated),4
Cc1occc1C(=O)Nc1sc2c(c1C#N)CCC(C(C)(C)C)C2 (configuration not stated),12
Cc1cccc2cc(CN(C(=O)c3ccccc3)C(C)C)c(=O)[nH]c12,6
O=C(CN1CCN(C(=O)CCc2ncc(-c3ccccc3Cl)o2)CC1)Nc1cccc(F)c1,4
CC1(C)CC(=O)C2=C(C1)N(Cc1ccccc1)C(CCC1CCCCC1)=NC2(C(F)(F)F)C(F)(F)F,1
Cc1cccc(NC(=O)CN2CCN(C(=O)NCc3ccccc3)CC2)c1C,-5
CC(=O)Nc1ccc2c(c1)nc(CCn1ccnc1C)n2C,5
Cc1ccc(NC(=O)Nc2nnc(C3CCCC3)s2)cc1C,-5

# A few values from the results shown.
# LDHA block result of Cc1cccc2cc(CN(C(=O)c3ccccc3)C(C)C)c(=O)[nH]c12 : 6
# LDHA block result of Cc1cc(C)c(C(=O)OCC(=O)N2CCN(S(=O)(=O)c3ccc4ccccc4c3)CC2)c(C)c1 : 7

# (cont.)
SMILES,LDHA block
O=C(NCC(c1cccs1)N1CCCCC1)c1cc(=O)c2ccc(Br)cc2o1 (configuration not stated),-2
Cc1ccc(NC(=O)/C=N/OCC(=O)Nc2c(C(C)C)cccc2C(C)C)cc1,5
O=c1c(-c2ccc(Cl)cc2)coc2cc(OCCN3CCCCC3)ccc12,-2
Cn1c(SCC(=O)N2CCCC2)nc2ccsc2c1=O,-6
CNC(=S)NNC(=O)c1ccccn1,-3
Cc1ccc(OCC(=O)Nc2cc(Cl)ccc2C(=O)O)c(C)c1,0
O=C(NS(=O)(=O)NC(=O)c1ccccc1)c1ccccc1,1
N#Cc1ccc(COC(=O)C2(c3ccccc3)CCCC2)cc1,5
O=C(COC(=O)c1c[nH]c2ccccc12)Nc1ccc(N2CCOCC2)cc1,0

# These rows are one share of the data; rates above refer to the full screens.
